# Pf growth 96h: P. falciparum growth inhibition at 96 hour, primary screen for plastid delayed-death inhibitors; P. falciparum luciferase reporter growth, 96 h; Potency, µM (highest dose often 28.7 µM), for the others: top-dose activity change, negative = inhibition, most hits filed as inhibitors; actives 6.9% (n = 320,000); AID 504834; note: potency is the fitted concentration of half-maximal effect; % is set by controls: 0 for no effect and ±100 for the full control effect
#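 P. falciparum expressing integrated firefly luciferase, in erythrocytes at 2% hematocrit, 0.05% parasitemia, incubated with compounds 96 h at 37 C, 5% CO2. Growth inhibition read as loss of luminescence; two-generation exposure targets delayed-death apicoplast inhibitors.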
# CHX counter: counter-screen for Shiga toxin inhibitors: cycloheximide protein synthesis inhibition; actives 12% (n = 300,000); max response, %; AID 2314; cell reporter, cycloheximide protein synthesis inhibition counterscreen; in the data active = max response mostly above about 13%, no sharp cut-off; inactive = mostly below about 14%; note: read at 38.3 µM for the half of the compounds with a filed dose; 0% is about no effect
# Shiga toxin inh: inhibitors of Shiga toxin in Vero cells | AID 2315 | inhibition, % at 38.7 µM | Vero cells, Shiga toxin protein synthesis inhibition reporter | actives 9.2% (n = 290,000); in the data active = inhibition mostly above about 28%, no sharp cut-off; inactive = mostly below about 43%; note: 0% is about no effect
# AmpC inh no detg: inhibitors of E. coli AmpC beta-lactamase without detergent. P00811. AmpC nitrocefin hydrolysis, absorbance 480 nm, 0.0001% Triton. Potency, µM (doses to about 57.1 µM), without a hit: top-dose activity change, negative = inhibition, usual class: inhibitors. actives 0.52% (n = 330,000). AID 485341;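 note: potency is the fitted concentration of half-maximal effect; plate controls were no compound for no effect and no enzyme for full effect; nearly all actives have a fitted effect of over 20% in size; some results filed as inactive show a strong effect at the top dose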
# Target sequence (P00811 whole entry, looked up): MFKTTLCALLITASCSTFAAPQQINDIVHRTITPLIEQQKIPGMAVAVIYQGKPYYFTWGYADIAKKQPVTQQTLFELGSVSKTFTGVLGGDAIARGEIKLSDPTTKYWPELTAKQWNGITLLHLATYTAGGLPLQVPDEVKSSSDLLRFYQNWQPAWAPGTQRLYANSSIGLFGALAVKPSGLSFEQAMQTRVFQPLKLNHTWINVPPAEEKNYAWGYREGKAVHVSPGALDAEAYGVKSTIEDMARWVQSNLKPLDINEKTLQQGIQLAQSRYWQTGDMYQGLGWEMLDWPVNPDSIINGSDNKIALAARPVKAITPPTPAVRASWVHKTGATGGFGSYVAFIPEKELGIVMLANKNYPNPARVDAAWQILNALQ
#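 20 mM phosphate pH 7.0 + 0.01% (detergent screen) or 0.0001% Triton X-100; 5.3 nM AmpC reagent; cpd preinc 15 min RT; nitrocefin (800 uM stock) to start; A480 q20 s × 4 min; Activity was normalised to no-enzyme and no-compound control wells.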
# Pf growth 48h: P. falciparum growth inhibition at 48 hours (one generation). P. falciparum luciferase growth in erythrocytes, 48 h. Potency, µM (series often up to 28.7 µM), inactives show at the highest dose activity change, negative = inhibition, usual class: inhibitors. actives 5.9% (n = 310,000). AID 504832; note: potency is the fitted concentration of half-maximal effect; % is set by controls: 0 for no effect and ±100 for the full control effect
#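 Luciferase-expressing P. falciparum in infected erythrocytes (2% hematocrit, 0.1% parasitemia final) in RPMI 1640/0.5% Albumax were exposed to compound for 48 hours at 37 C, 5% CO2; growth read as luminescence.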
# LmPK inh: inhibitors of Leishmania mexicana pyruvate kinase; Potency, µM (series often up to 57.5 µM), without a hit: at the highest dose activity change, negative = inhibition, most hits filed as inhibitors; purified LmPK, Kinase-Glo ATP luminescence, 1 h; actives 0.37% (n = 290,000); note: potency is the fitted concentration of half-maximal effect; % is set by controls: 0 for no effect and ±100 for the full control effect
# Target sequence (Q27686 whole entry, looked up): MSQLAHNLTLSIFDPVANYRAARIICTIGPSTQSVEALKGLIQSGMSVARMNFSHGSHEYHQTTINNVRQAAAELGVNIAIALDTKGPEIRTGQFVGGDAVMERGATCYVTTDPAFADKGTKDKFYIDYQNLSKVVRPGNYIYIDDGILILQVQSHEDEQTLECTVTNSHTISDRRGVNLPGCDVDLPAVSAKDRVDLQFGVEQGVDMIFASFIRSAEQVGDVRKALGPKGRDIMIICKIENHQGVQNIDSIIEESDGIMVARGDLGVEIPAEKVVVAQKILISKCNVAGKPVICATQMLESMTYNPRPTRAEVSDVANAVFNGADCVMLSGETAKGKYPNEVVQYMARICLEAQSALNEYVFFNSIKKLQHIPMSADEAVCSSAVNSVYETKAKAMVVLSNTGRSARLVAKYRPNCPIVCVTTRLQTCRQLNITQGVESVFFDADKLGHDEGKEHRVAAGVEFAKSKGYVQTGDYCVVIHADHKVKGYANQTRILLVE
#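 ATP generated from ADP (0.1 mM) and PEP (0.5 mM) by 0.1 nM LmPK over 1 h at room temperature (pH 7.2 imidazole buffer) was detected by coupled luciferase luminescence. Values were normalized to uninhibited and no-enzyme wells.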
# Tb PYK inh: inhibitors of Trypanosoma brucei pyruvate kinase | Q57TT1 | TbPYK enzyme, Kinase-Glo Plus ATP luminescence, 45 min | Potency, µM (titrated, usually from 76.8 µM), inactives show at the top dose activity, negative = inhibition, hits mostly inhibitors | actives 0.12% (n = 410,000) | AID 624173; note: potency is the fitted concentration of half-maximal effect; % is set by controls: 0 for no effect and ±100 for the full control effect; nearly all actives have a fitted effect of over 50% in size
#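 Screened from lowest to highest concentration, compounds were pinned into TbPYK/substrate mixtures, and ADP (130 uM final) was added. Plates sat at room temperature for 45 min prior to Kinase-Glo Plus detection by luminescence.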
# * hit, by the source's call; ? = inconclusive; . = no result given; & = joins results of further samples; [ ] = another dose, or the depositor's remark. Unless noted, calls come from the whole dose curve; as a rule, active = well fitted curve in the direction sought with a large enough effect; inconclusive = small, poorly fitted or top-dose-only effect, or another doubt; inactive = no such curve, though single readings can be large; an effect the other way counts as inactive or inconclusive.
SMILES,Pf growth 96h,CHX counter,Shiga toxin inh,AmpC inh no detg,Pf growth 48h,LmPK inh,Tb PYK inh
COc1cccc(-c2c(C(=O)N/N=C(\C)c3cccs3)nnn2-c2nonc2N)c1,-11%,-2,-9,-20%,-20%,7%,2%
COc1cc(/C=C2/SC(=S)N(CCC(=O)Nc3ccc(C(=O)O)cc3)C2=O)cc(OC)c1OC,?,-4,-23,-49%,29%,-4%,-4%
CCS(=O)(=O)N1CCC(C(=O)NCc2cccs2)CC1,7.4µM*,-1,-7,-9%,0%,-1%,4%
O=C(CSCc1cccc(F)c1)NCc1ccccc1,2.1µM*,48*,173*,-18%,302%[activator],2%,-12%&1%
CCCCCc1cc(=O)oc2c(C(CCN(CC)CC)c3cc(OC)c(OC)c(OC)c3)c(OC)cc(OC)c12 (stereo not drawn),3.7µM*,-4,8,214%[activator],13µM*,0%,-2%
CCOC(=O)C(C)Sc1nc(-c2ccccc2)nc2ccc(F)cc12 (stereo not drawn),?,-5,16,-14%,?,-1%,8%
Cc1c(C)c2ccc(OCC(=O)NCCN3CCOCC3)cc2oc1=O,10%,-2,-23,1%,10%,9%,11%
CC(=O)c1cccc(NC(=O)C2CC(=O)N(c3ccc4c(c3)OCCO4)C2)c1 (stereo not drawn),-26%,.,.,-8%,-7%,.,3%
Cc1cc(NC(=O)/C(C#N)=C/c2ccco2)n(-c2ccccc2)n1,?,-9,-15,-25%,-11%,2%,-8%
O=C(O)/C=C\c1cn(-c2ccccc2)nc1-c1cc2ccccc2o1,2%,10,14,-40%,?,1%,-7%
COc1ccc([C@H]2CC(=O)C=C(c3ccccc3)C2)cc1,27%,.,.,-16%,16%,.,2%
CCCCOc1ccc(CN(CCO)CCO)cc1[N+](=O)[O-],71%[activator],50*,125*,-8%,120%[activator],-1%,3%
Cc1cc(C)nc(Sc2ncnc3c2oc2ccccc23)n1,?,28,50*,-4%,?,-7%,-7%
COc1cccc(CN(C)Cc2c(O)ccc3ccccc23)c1,-1%,26,24*,-21%,?,-1%,0%
Cc1csc2c(=O)sc(NC(=O)c3ccc(F)cc3)nc12,26%,-3,14,-16%,22%,0%,2%
C=C(C)CSc1nnc(-c2ccc(OC)cc2)n1N,30%[activator],45*,53*,-10%,47%[activator],3%,8%
O=C(CSc1cn[nH]n1)Nc1cccc(C(F)(F)F)c1,-8%,-4,-1,-21%,?,-1%,0%
C=C[C@H]1CN2CC[C@H]1C[C@@H]2[C@@H](O)c1ccnc2ccccc12,0.0041µM*,.,.,-11%,0.033µM*,.,-2%
O=C(O)CSc1nnc(Cc2cccc3ccccc23)n1-c1cc(C(F)(F)F)cc(C(F)(F)F)c1,48%[activator],-2,-4,27%,?,2%,-6%
CC(C)c1nnc(-c2ccc(Cl)cc2)c(N(C)C)n1,9.3µM*,3,-14,-21%,?,0%,6%
Cc1cc(OCC(=O)N2CCOCC2)cc2oc(=O)c3ccccc3c12,?,21*,36*,-16%,33%[activator],-2%,-1%
S=C1NCCc2ccccc2C1c1ccccc1 (stereo not drawn),?,-3,7,-28%,8.3µM*,8%,-5%
CC(CNC(=O)COc1ccccc1)OC(=O)Nc1cccc(Cl)c1 (stereo not drawn),?,1,8,16%,-1%,-2%,-9%
CCOc1cc(/C=C2/NC(=O)N(CC(=O)OC)C2=O)ccc1OC,13%,-1,-18,-15%,?,12%,2%
O=C(O)CCS(=O)(=O)Cc1ccccc1Cl,.,-4,1,-8%,8%,-2%,0%
Cc1cc[n+](Cc2ccc([N+](=O)[O-])cc2)cc1,2%,6,-8,-8%,?,-6%,-13%
Cc1ccc(CCNC(=O)CN2C(=O)COc3ccccc32)cc1,5%,11,-3,-4%,4%,-8%,1%
CCN(CC(=O)Nc1c(F)cccc1F)C(=O)c1ccc(=O)n(Cc2ccccc2)n1,-2%,-2,-2,4%,62%[activator],-10%,10%
Cc1nc(N)nc(COc2ccccc2)n1,108%[activator],37*,46*,-3%,43%[activator],-4%,-3%
COc1cccc(NC(=O)CN(C)CC(=O)c2c(N)n(Cc3ccccc3)c(=O)n(C)c2=O)c1,-24%,.,.,-28%,?,.,-11%
O=C(Nc1ccccc1O)c1c(O)c2c([nH]c1=O)CCCC2,3%,40*,116*,-31%,38%[activator],5%,4%
CN(C)c1cc[n+](CC(=O)c2ccc(Br)cc2)cc1,?,-1,31,-24%,?,4%,3%
COc1ccc(S(=O)(=O)N/N=C\c2ccccc2F)cc1,37%[activator],13,-6,-31%,4%,-4%,3%
COc1ccc2c(c1)c(C(=O)CN1CCN(Cc3ccccc3)CC1)c(C)n2C,?,-2,-1,52%,-15%,4%,0%
CC(=O)NS(=O)(=O)c1ccc(NC(=O)CCC2CCCC2)cc1,30%,-2,-13,-7%,27%,-1%,-4%
Cc1cc(C(=O)CSc2nc3ccccc3c(=O)n2C)c(C)n1Cc1ccc2c(c1)OCO2,-6%,4,-15,-1%,-10%,-1%,2%
COCCCn1c(C)nnc1-c1cnn(-c2ccccc2)c1N,20%,-3,21,-27%,?,1%,-20%
O=C1NC2(CCCC2)C(=O)N1CCS(=O)(=O)Oc1ccccc1,-2%,11,-19,-5%,1%,-1%,1%
Cc1ccc(C(=O)NC2CCCCCCC2)c(Cl)c1,-33%,16*,.,-13%,167%[activator],0%,-3%
OC(c1ccccc1)C1CN(Cc2ccccc2)CCC1(O)c1ccccc1 (stereo not drawn),-2%,-5,-11,-31%,0.74µM*,0%,1%
COc1cc(/C=N/NC(=O)CCC(=O)Nc2ccc(F)cc2)ccc1O,44%[activator],-2,-9,-18%,5%,4%,-6%
O=C1C2C3C=CC(C3)C2C(=O)N1c1ncn[nH]1 (stereo not drawn),-11%,-6,-10,-11%,3%,1%,-5%
CN(CC(=O)NCCc1ccccc1)S(=O)(=O)c1ccc(Br)cc1,?,8,-22,1%,-6%,1%,.
O=C1CCCCN1CCCC(=O)N1CCCC(Nc2ccccc2)C1 (stereo not drawn),?,6,-6,-8%,40%[activator],0%,-3%
CCc1nc(-c2cc(S(=O)(=O)N3CCN(c4ccccc4F)CC3)ccc2OC)no1,.,-6,17,.,.,.,1%
O=C(COc1ccc(Cl)cc1Cl)N1CCCCCC1,53%[activator],28,22,5%,.,8%,4%
Cc1cccc(C)c1NS(=O)(=O)c1ccc(OCCNS(C)(=O)=O)cc1,243%[activator],7,-8,-6%,-9%,9%,-3%
O=C(c1ccc(NS(=O)(=O)c2ccc(F)cc2)cc1)N1CCCCCC1,-5%,.,.,?,-11%,.,0%
O=C1C2C3c4ccccc4C(c4ccccc43)C2C(=O)N1CN1CCOCC1 (stereo not drawn),6%,-3,-12,-26%,-16%,8%,7%
O=P(O)(O)OC[C@H](O)CO,?,.,.,.,?,.,-9%
# The list goes on.
SMILES,Pf growth 96h,CHX counter,Shiga toxin inh,AmpC inh no detg,Pf growth 48h,LmPK inh,Tb PYK inh
CN1CCN(C(=O)c2ccc3c(c2)NC(=O)/C(=C/c2ccccc2)S3)CC1,?,6,-4,138%[activator],?,5%,-4%
Cc1ccc(NC(=O)N2CCCC2c2cccs2)cc1 (stereo not drawn),0%,2,2,8%,0%,5%,-9%
COc1ccc(CCNC(=O)c2ccc(CN3CCC(Cc4ccccc4)CC3)cc2)cc1,?,7,-3,-31%,?,3%,-14%
O=C(Nc1nnc(-c2cc(Cl)ccc2Cl)o1)c1ccco1,28%,.,.,-8%,-18%,.,-3%
N#Cc1cc2c(nc1SCc1cccnc1)CCCCC2,.,17,130*,.,?,2%,-6%
Cc1oc(S(=O)(=O)N2CCOCC2)cc1C(=O)Nc1ccc(Cl)cc1,-20%,2,-12,-19%,18%,3%,-1%
CCCNC(=O)NC1CCCc2ccccc21 (stereo not drawn),-5%,-6,-17,-15%,15%,-1%,-2%
CCOc1ccc(N2C(=O)Nc3ccccc3C2(O)C(=O)N2CCN(c3ccccn3)CC2)cc1 (stereo not drawn),5%,-3,4,-20%,0%,3%,-2%
Cc1sc2ncnc(Sc3nc4ccccc4s3)c2c1C,?,-3,-6,-19%,1.9µM*,-5%,.
O=C(Nc1ccc(N2CCOCC2)cc1)c1ccc(S(=O)(=O)N2CCCCC2)cc1,114%[activator],-2,-21,-6%,-1%,-1%,10%

# Some of these compounds in order of length of the SMILES, largest number first:
SMILES,Pf growth 96h,CHX counter,Shiga toxin inh,AmpC inh no detg,Pf growth 48h,LmPK inh,Tb PYK inh
CCOc1ccc(N2C(=O)Nc3ccccc3C2(O)C(=O)N2CCN(c3ccccn3)CC2)cc1 (stereo not drawn),5%,-3,4,-20%,0%,3%,-2%
O=C(Nc1ccc(N2CCOCC2)cc1)c1ccc(S(=O)(=O)N2CCCCC2)cc1,114%[activator],-2,-21,-6%,-1%,-1%,10%
CN1CCN(C(=O)c2ccc3c(c2)NC(=O)/C(=C/c2ccccc2)S3)CC1,?,6,-4,138%[activator],?,5%,-4%
Cc1oc(S(=O)(=O)N2CCOCC2)cc1C(=O)Nc1ccc(Cl)cc1,-20%,2,-12,-19%,18%,3%,-1%
O=C(Nc1nnc(-c2cc(Cl)ccc2Cl)o1)c1ccco1,28%,.,.,-8%,-18%,.,-3%
Cc1sc2ncnc(Sc3nc4ccccc4s3)c2c1C,?,-3,-6,-19%,1.9µM*,-5%,.
N#Cc1cc2c(nc1SCc1cccnc1)CCCCC2,.,17,130*,.,?,2%,-6%

# More records follow:
SMILES,Pf growth 96h,CHX counter,Shiga toxin inh,AmpC inh no detg,Pf growth 48h,LmPK inh,Tb PYK inh
CCc1noc(C)c1C(=O)NCCc1ccc(OC)c(OC)c1,?,-3,4,-2%,11%,2%,-14%
O=C(NCCc1ccc(Cl)cc1)C1CCN(C(=O)c2ccc(F)cc2)CC1,-22%,-3,-3,50%,-24%,3%,0%
Cc1cccc(-c2oc3ccccc3c2C#CCCO)c1,-12%,1,10,-8%,-2%,5%,4%
COc1cc2c(cc1OC)CN(c1nc(CN3CCOCC3)nc3sc4c(c13)CCC(C)C4)CC2 (stereo not drawn),?,-2,-14,228%[activator],?,-3%,-6%
COc1ccc(S(=O)(=O)NCC2CCCO2)cc1NC(=O)c1ccccc1 (stereo not drawn),?,-3,-11,8%,11%,-2%,5%
C=CCOC(=O)C1=C(C)NC(SCC(=O)Nc2nccs2)=C(C#N)C1c1cccs1 (stereo not drawn),4.1µM*,1,-14,-37%,4.7µM*,-1%,-6%
O=C(Nc1ncc(S(=O)(=O)c2ccc([N+](=O)[O-])cc2)s1)c1cccc2ccccc12,-12%,-1,-4,-34%,13%,6%,-1%
COc1ccc(-c2cc3cccc(OC)c3oc2=O)cc1,?,28*,64*,-54%,88%[activator],-17%,-1%
COc1cc(CCC(=O)OCC(=O)Nc2ccc(C)cc2Br)cc(OC)c1OC,24%,1,5,24%,25%,2%,4%
Cc1cc([N+](=O)[O-])ccc1NC(=O)C(C)NC1CCCCC1 (stereo not drawn),?,-1,-3,4%,1%,3%,2%
O=S(=O)(NC(=S)c1ccccc1)c1ccc(F)cc1,0%,-3,-5,-7%,2%,-3%,-10%
